From PubChem BioAssay
CYP2C9 inhib: blocks human cytochrome P450 2C9; P11712; CYP2C9 Supersomes, luciferin-H conversion, luminescence; inhibition, % at 5 µM; 96,000 tested, 20% active;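 active = blocking of liver enzyme CYP2C9 beyond about 50% at 5 µM, limit read from the data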; note: values of inactives mirror those of a sister screen read the other way
PTPN22 inh 2: inhibitors of human LYP (PTPN22) phosphatase; 96,000 tested, 0.21% active; inhibition, % at 2 µM; recombinant LYP catalytic domain, DiFMUP fluorescence;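 active = inhibition at 2 µM at or above a set limit, the screen mean plus 3 SD, cut at about 24% in these data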;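 note: 0% = DMSO with enzyme and 100% = enzyme fully blocked by orthovanadate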
Target sequence (Q9Y2R2 whole entry, looked up, the tested form may be a part): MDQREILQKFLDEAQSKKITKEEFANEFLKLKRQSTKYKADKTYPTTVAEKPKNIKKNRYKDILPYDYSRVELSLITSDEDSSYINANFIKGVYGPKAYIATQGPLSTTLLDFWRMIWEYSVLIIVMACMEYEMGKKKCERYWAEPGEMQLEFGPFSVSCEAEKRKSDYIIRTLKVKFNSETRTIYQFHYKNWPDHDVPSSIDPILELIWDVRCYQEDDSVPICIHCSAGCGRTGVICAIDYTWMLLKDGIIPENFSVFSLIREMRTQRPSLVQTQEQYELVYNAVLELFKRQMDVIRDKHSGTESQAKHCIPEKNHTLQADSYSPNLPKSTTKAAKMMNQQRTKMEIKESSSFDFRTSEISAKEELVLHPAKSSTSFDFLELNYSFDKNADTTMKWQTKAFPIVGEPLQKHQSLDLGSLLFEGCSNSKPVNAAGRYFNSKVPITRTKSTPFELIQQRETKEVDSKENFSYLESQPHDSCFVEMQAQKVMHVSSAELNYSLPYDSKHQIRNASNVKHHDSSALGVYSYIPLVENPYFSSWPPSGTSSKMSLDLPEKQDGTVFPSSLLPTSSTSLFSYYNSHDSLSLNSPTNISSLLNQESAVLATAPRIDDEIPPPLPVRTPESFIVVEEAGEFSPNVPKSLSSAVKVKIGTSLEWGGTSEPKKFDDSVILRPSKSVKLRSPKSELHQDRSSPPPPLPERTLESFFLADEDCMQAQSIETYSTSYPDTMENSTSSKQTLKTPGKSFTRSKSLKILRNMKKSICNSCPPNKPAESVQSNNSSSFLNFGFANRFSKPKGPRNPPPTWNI
PLK1 kinase inh: blocks human PLK1 kinase activity. 97,000 tested, 0.53% active. AID 619. P53350. inhibition, % at 10 µM. recombinant PLK1 kinase, TR-FRET peptide phosphorylation;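 active = inhibition of 50% or more in the single-concentration screen; inactive = inhibition below 50%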;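 note: 0% = DMSO max control and 100% = H-89 dihydrochloride min control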
PLK1 PBD inh: inhibitors of human Plk1 polo box domain binding; P53350; 97,000 tested, 0.13% active; Plk1 PBD phosphopeptide binding, fluorescence polarization; AID 693; inhibition, %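 (tested at about 20 µM)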; in the data active = inhibition above about 34%, passing the limit was not always enough
Rev-RRE block: inhibitors of HIV-1 Rev-RRE RNA interaction | P05866 | AID 704 | 97,000 tested, 0.79% active | Rev peptide-RRE RNA binding, FRET | inhibition, % at 8 µM;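 active = inhibition above the screen-wide mean plus 3 SD, cut at about 35% in these data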;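 note: 0% = median DMSO wells and 100% = median Neomycin B control wells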
Target sequence (P05866 whole entry, looked up): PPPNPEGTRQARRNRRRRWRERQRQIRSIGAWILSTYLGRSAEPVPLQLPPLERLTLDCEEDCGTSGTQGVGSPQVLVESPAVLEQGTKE
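Test system: Cy5-tagged RRE RNA duplex with fluorescein-tagged Rev peptide; Probe or stimulus: labelled Rev peptide; Schedule: 5 min preincubation and 15 min binding, 25 °C; Signal: FRET fluorescence readout; Evaluation: % inhibition from 671/540 nm acceptor-to-donor ratio, scaled between controls; Control set: DMSO and neomycin B.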
PTPN22 act: activators of human LYP (PTPN22) phosphatase | Q9Y2R2 | recombinant LYP, DiFMUP fluorescence; 0 = plate median, 100 = signal doubled | activation, % at 2 µM | 96,000 tested, 0.11% active | AID 697;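 active = activation at 2 µM above a set limit, the mean plus 5 SD, cut at about 37% in these data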
CYP2C9 activ: CYP2C9 (human) activation; recombinant CYP2C9, luciferin-H conversion, luminescence; stronger effect = higher value; factor 1 = untreated enzyme, 0 = blocked; activation factor at 5 µM; P11712; 96,000 tested, 1.4% active;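 active = activation factor of 2 or more for CYP2C9 at a 5 µM dose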;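 note: 0 = sulfaphenazole-blocked wells and 1 = vehicle-only wells; values of inactives mirror those of a sister screen read the other way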
EphB4 ephrin blk: antagonists of human EphB4-ephrin-B2 interaction | P54760 | EphB4 LBD / TNYL-RAW-Alexa532 peptide, fluorescence polarization | inhibition, % at 7 µM | 97,000 tested, 0.15% active;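 active = inhibition above the screen-wide mean inhibition plus 3 SD, cut at about 15% in these data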;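 note: 0% = DMSO wells and 100% = excess unlabeled TNYL-RAW peptide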
Calb biofilm kill: kills Candida albicans biofilms; C. albicans biofilm + clotrimazole, Alamar Blue; inhibition, % at 6 µM; 85,000 tested, 0.14% active;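 active = inhibition above 20%; inactive = inhibition below 20%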;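 note: preformed 24 hr biofilms exposed to compound for 48 hr; 0% = biofilm without compound and 100% = blank killed by clotrimazole plus chlorhexidine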
* hit, by the source's call; / = no result given.

SMILES,PLK1 kinase inh,Calb biofilm kill,PLK1 PBD inh,CYP2C9 activ,Rev-RRE block,PTPN22 inh 2,EphB4 ephrin blk,PTPN22 act,CYP2C9 inhib
COc1cccc(/C=N/n2nnc3c(cnn3-c3ccccc3)c2=O)c1,-3,/,11,0.9,4,7,1,-4,8
CCN(CC)c1ccc(C2N(C(=O)N3CCOCC3)CCN2S(=O)(=O)c2ccc(C)cc2)cc1 (stereo not drawn),-29,4,-1,0.6,2,-1,0,-2,44
COc1ccc(-n2nnnc2SCC(=O)c2cc3ccccc3o2)cc1,-10,5,-12,0.2,15,-2,3,2,76*
NC(=O)c1c(NC(NC(=O)c2ccco2)C(=O)c2ccc(Cl)cc2)sc2c1CCCC2 (stereo not drawn),0,4,-26,0.6,-1,2,6,-1,43
O=C(c1ccccc1)c1ccc(C(=O)N2CCOCC2)cc1,-33,6,-20,1,2,-8,-2,6,5
Cc1ccc2c(CC(=O)NC3=NCCS3)coc2c1,-18,-5,-7,0.7,-4,1,-4,-3,29
COCc1cc(C)nc(SCC(=O)Nc2ccccc2C)c1C#N,-6,5,2,0.7,3,11,1,-12,28
CCOCCn1c(SCc2ccc(F)cc2)nc2c1c(=O)[nH]c(=O)n2C,4,-2,-2,1,2,-12,-4,9,-2
Cc1ccc2[nH]cc(C(=O)CN3CCN(c4ccccc4F)CC3)c2c1,-2,5,-5,0.8,1,-10,-4,13,18
Cc1ccc(C)c(S(=O)(=O)NCCOc2nc(NC(C)C)nc(NC(C)C)n2)c1,0,-2,-17,0.4,-5,-5,-1,1,59*
Cc1cc(=O)n(C(NC(=O)c2ccccc2)C(=O)c2ccccc2)cn1 (stereo not drawn),-13,9,-9,/,-2,-2,-2,1,/
COc1ccc(-n2c(SC)nc(O)cc2=O)cc1,3,7,12,1.8,0,-4,-9,1,-81

Whole records from above:
CCN(CC)c1ccc(C2N(C(=O)N3CCOCC3)CCN2S(=O)(=O)c2ccc(C)cc2)cc1 (stereo not drawn) as listed: PLK1 kinase inh: -29; Calb biofilm kill: 4; PLK1 PBD inh: -1; CYP2C9 activ: 0.6; Rev-RRE block: 2; PTPN22 inh 2: -1; EphB4 ephrin blk: 0; PTPN22 act: -2; CYP2C9 inhib: 44
Cc1cc(=O)n(C(NC(=O)c2ccccc2)C(=O)c2ccccc2)cn1 (stereo not drawn) as listed: PLK1 kinase inh: -13; Calb biofilm kill: 9; PLK1 PBD inh: -9; CYP2C9 activ: /; Rev-RRE block: -2; PTPN22 inh 2: -2; EphB4 ephrin blk: -2; PTPN22 act: 1; CYP2C9 inhib: /

(next part)
SMILES,PLK1 kinase inh,Calb biofilm kill,PLK1 PBD inh,CYP2C9 activ,Rev-RRE block,PTPN22 inh 2,EphB4 ephrin blk,PTPN22 act,CYP2C9 inhib
COc1cc2nc(SCc3c(C)noc3C)n(CCC3=CCCCC3)c(=O)c2cc1OC,-4,10,9,0.3,6,2,12,-4,74*
COCCOC(=O)C1=C(C)OC(N)=C(C#N)C1c1ccc2c(c1)OCO2 (stereo not drawn),18,8,0,0.3,4,-3,-5,-2,68*
O=C(NCc1cccnc1)c1cc2ccccc2oc1=O,-8,2,-28,0.8,9,-2,-10,3,16
COC(=O)c1cc(NC2c3ccccc3C(=O)N2Cc2ccco2)cc(C(=O)OC)c1 (stereo not drawn),-4,/,2,0.7,1,-3,-4,0,31
CCOc1ccc(/C(O)=C2/C(=O)C(=O)N(CCOCCO)C2c2ccccn2)cc1 (stereo not drawn),2,2,-2,1.1,9,4,7,-6,-10
CCCc1cc(Nc2cccc(OC)c2)n2ncnc2n1,-12,-6,-6,0.7,6,12,0,-16,34
O=C(NCc1ccco1)c1cc(-c2cccnc2)nc2ccc(Cl)cc12,-7,5,11,0.8,5,-9,-1,8,18
CC(=O)CC(C)(C)S(=O)(=O)c1ccc(NC(C)=O)cc1,-13,3,-8,/,4,-2,-1,1,/
O=C(NCc1cccc(CNC(=O)c2ccco2)c1)c1ccco1,-5,9,2,1.1,4,10,-3,-12,-6
Cc1ccc(-c2cnc(NC(=O)c3cccc(Br)c3)s2)c(C)c1,-13,/,-19,0.7,11,4,1,-2,33
COc1cccc(NC(=O)c2ccc3c(c2)N(CC(=O)N2CCCCC2)C(=O)C(C)(C)O3)c1,0,4,-7,0.4,-2,5,2,-5,64*
CCOc1ccc(N(CC)C(=O)CCNC(=O)Cn2ccc3ccccc3c2=O)cc1,3,/,1,0.9,7,4,8,-5,5
Clc1ccc(CNCCC2=CCCCC2)cc1,-7,/,-3,0.8,-7,1,1,-1,22
COc1ccccc1NC(=S)NC(=O)C(C)(C)C,0,/,27,0.7,-4,-9,-6,13,28
Cc1c(CN(C)C(=O)CSc2nc(-c3ccco3)cc(C(F)(F)F)n2)cnn1C,-5,10,25,0.6,-2,-3,-7,2,38
COc1ccc(N2CCN(c3ncnc4c3cnn4-c3ccc(C)cc3C)CC2)cc1,18,-5,5,0.6,-1,0,3,-6,36
Cc1cn(-c2ccc(Br)cc2)[nH]c1=O,-17,8,-9,0.9,5,2,-4,-6,5
CCOC(=O)C1CSc2[nH]c(=O)sc2C1c1ccccc1 (stereo not drawn),-13,5,-23,0.4,11,-1,-1,1,62*
Cn1c(CN2CCCC2)nc2cc(NC(=O)COc3ccccc3)ccc21,-7,/,-10,0.9,-3,-10,-2,14,9
CC(CC(C)C(=O)Nc1ccccc1C(C)(C)C)C(=O)O (stereo not drawn),-7,-1,-2,/,4,0,-2,-4,/
Cc1ccc(-c2cc(=O)[nH]c3ccccc23)cc1,22,4,-8,/,8,8,0,-9,/
Cc1cc(/C=N/n2cnnc2)c(C)n1-c1ccc2c(c1)OCO2,-1,6,-14,0.1,3,4,5,-5,88*
CCC(C)(C)n1nnnc1C(c1ccc(O)c(OC)c1)N1CCc2ccccc2C1 (stereo not drawn),-4,1,-18,0.7,-3,-8,-4,13,33
COc1ccc(OC)c(C(=O)CSc2nnc(-c3cccnc3)n2C)c1,-8,5,10,1.1,6,2,6,-3,-12
COc1ccc(NC(=O)C2CCN(c3nnnn3-c3ccccc3)CC2)cc1,-1,4,-14,0.8,-4,-10,-5,9,20
CCOc1cccc(=O)c2c(C)n(CC3CCCO3)c(C)c12 (stereo not drawn),-11,8,-1,0.4,15,1,-1,-2,60*
CCOCC(=O)Nc1nnc(COC)s1,-4,6,3,1.1,8,17,-4,-15,-6
COC(=O)[C@H](C)NC(=O)Nc1cccc(C)c1,-7,5,-54,0.9,1,-15,-3,15,6
CCCOc1ccccc1C1CC(=O)Nc2cc3c(cc21)OCCO3 (stereo not drawn),1,/,-20,/,10,5,-1,-1,/
COc1ccccc1NC(=O)NCCCN1CCN(c2cccc(Cl)c2)CC1,-4,4,-33,1.5,1,-1,-9,-1,-48
CC1CCCN(C(=O)CSc2cnc3ccccc3n2)C1 (stereo not drawn),-12,/,6,0.9,6,-5,3,6,11
O=C(Nc1ccccn1)NC(C(F)(F)F)C(F)(F)F,-14,/,21,1.1,14,-6,1,5,-7
Cc1[nH]c2ccccc2c1C1=CN2CCS(=O)(=O)N=C2S1,-13,2,-8,0.7,-5,-5,-10,1,28
O=C(Nc1cccc2cccnc12)c1ccc(Br)o1,-14,3,-15,2.2*,9,-20,-2,20,-119
CN(C)c1cc(N)c2ccccc2n1 (tested in a mixture with another compound),-3,2,15,1.2,7,11,4,-12,-22
COCCN(C(=O)c1ccccc1)c1nnc(-c2cccnc2)s1,-5,/,-1,1.1,0,3,1,-2,-10
COc1ccc(CCN2C(=O)CC(N3CCN(c4ccccn4)CC3)C2=O)cc1OC (stereo not drawn),-7,0,1,1,4,4,7,-1,-2
CCN1CCN(C(=O)Nc2ccccc2OC)CC1,-10,1,-25,/,-3,5,-1,-6,/
CCn1cc(C(=O)NCC(=O)OC)c2cc(OC)c(OC)cc2c1=O,-25,7,1,1,7,-1,4,-2,4
COc1ccc(NC(C)=O)cc1NC(=O)CN1CCN(C2c3ccccc3-c3ccccc32)CC1,-13,-1,1,0.2,-1,8,-6,-7,79*
O=C(Nc1cc(-c2nc3ccccc3s2)ccc1Cl)c1ccc2c(c1)OCO2,-11,/,-3,0.9,9,2,9,0,10
CCCCOc1nc2ccccc2nc1C(C#N)S(=O)(=O)c1ccccc1 (stereo not drawn),-10,8,2,0.2,10,-1,6,1,77*
COc1ccc(-c2noc(COc3ccc4c(c3)OCO4)n2)cc1,-12,5,-1,0.8,9,-1,1,1,18
C=CCN(CC=C)CC(=O)Nc1ccc(S(N)(=O)=O)cc1,-11,8,-10,/,6,2,-1,-2,/
COC(=O)c1sc2nc3c(cc2c1N)COC(C)(C)C3,6,1,-21,0.9,-7,3,-5,-6,11
Cc1cc(C)n2cc(CSc3nnnn3-c3ccc(Cl)cc3)nc2n1,-9,7,-15,2.2*,6,9,-1,-7,-118
O=C(/C=C/c1ccc(Cl)cc1)c1cccnc1,-2,2,-10,0.5,8,6,7,-5,52*
CCC(=O)OCCn1c(Br)nc2c1c(=O)[nH]c(=O)n2C,-12,7,-42,1,3,6,-2,-6,-4
CCOc1ccc(-c2[nH]nc3c2C(c2ccc(O)cc2)C(C#N)=C(N)O3)cc1 (stereo not drawn),-7,5,26,0.7,-1,8,5,-10,32
Cc1ccc(C(=O)CCNc2ccccc2)o1,-14,5,22,1,4,-12,0,7,-1
O=C(COc1ccccc1F)c1ccc(O)cc1O,-3,7,10,0.9,3,0,-8,-3,6
COc1ccc(Cl)cc1C(=O)Nc1ccccc1N1CCN(C(=O)C(C)C)CC1,1,5,-14,0.3,5,2,-9,-5,68*
O=C(c1ccc(COc2ccccc2Br)o1)N1CCCCCC1,1,2,5,1,10,-1,7,0,1
